SW480 rerep = DNA re-replication induction in SW480 cells; 1.8% of 340,000 active; SW480 DNA re-replication, Hoechst DNA content imaging, 48 h; Potency, µM (doses to about 46.1 µM), for the others: at the top dose re-replication activation, actives largely listed as activators; note: potency is the fitted concentration of half-maximal effect; % of control where 0% means no effect; nearly all actives have a fitted effect of over 55% in size
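Quantitative HTS format with DMSO vehicle controls; 48 hr drug incubation at 37 C, then 40 min Hoechst staining and scanning imager measurement at 405 nm excitation.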
MCF10A rereplic = induces DNA re-replication in MCF 10a normal breast cells. 2.9% of 350,000 active. Potency, µM (top dose mostly 46.1 µM), for inactives: top-dose activity, positive = re-replication, usual class: activators. MCF 10A DNA re-replication, Hoechst nuclear intensity, 48 h; note: potency is the fitted concentration of half-maximal effect; % of control where 0% means no effect; nearly all actives have a fitted effect of over 50% in size
HepG2 viability = HepG2 cytotoxicity, counter-screen for TGF-b inhibitors | Potency, µM (titrated, usually from 46.1 µM), for inactives: at the top dose activity change, negative = cytotoxicity, actives largely listed as cytotoxic | HepG2 CAGA-GFP viability, ATP luminescence, 18 h | AID 588856 | 0.76% of 410,000 active; note: potency is the fitted concentration of half-maximal effect; some results filed as inactive show a strong effect at the top dose
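CellTiter-Glo luminescence gave cytotoxicity after 18 hours at 37 degrees C. The cells were HepG2 CAGA-GFP in 1% FBS DMEM, stimulated with 500 pg/mL TGF-beta after compound addition. %Activity was normalised to no-cell wells (complete cell-killing) and DMSO (no toxicity), and curves were fitted and classified.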
ATXN2 expr inh = ATXN2 expression inhibition. HEK-293 ATXN2-luciferase reporter, luminescence, 24 h. Potency, µM (doses to about 57 µM), for the others: at the top dose activity change, negative = inhibition, actives largely listed as inhibitors. 0.72% of 360,000 active; note: potency is the fitted concentration of half-maximal effect; % is set by controls: 0 for no effect and ±100 for the full control effect; nearly all actives have a fitted effect of over 55% in size
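qHTS (up to 57 uM final) was run with 24 h compound exposure of reporter cells at 37 °C. Each well was multiplexed: SteadyGlo luminescence measured ATXN2-luciferase expression after a fluorogenic Gly-Phe-AFC viability readout (25 uM final).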
HT1080 IDH1KD tx = HT-1080 IDH1 knockdown cell toxicity (counter line); HT-1080 IDH1 knockdown viability, ATP luminescence, 48 h; Potency, µM (highest dose often 46.1 µM), for the others: at the top dose activity, negative = toxicity, usual class: cytotoxic; 2% of 360,000 active;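 note: potency is the fitted concentration of half-maximal effect; 0% = DMSO wells and -100% = cell-free medium wells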
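% activity derives from luminescence (CellTiter-Glo), normalised to DMSO and no-cell wells. HT-1080-IDH1KD cells, 750/well, had 48 h compound exposure at 37 °C.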
KB-3-1 tox = kills parental KB-3-1 adenocarcinoma cells; KB-3-1 viability, CellTiter-Glo ATP luminescence, 72 h; Potency, µM (highest dose often 46.1 µM), for inactives: at the top dose activity change, negative = cytotoxic, actives largely listed as cytotoxic; 1.4% of 400,000 active; AID 1347075; note: potency is the fitted concentration of half-maximal effect; % is set by controls: 0 for no effect and ±100 for the full control effect; nearly all actives have a fitted effect of over 60% in size
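KB-3-1 parental drug-naive adenocarcinoma cells in DMEM/10% FBS, incubated 72 h at 37 C with pin-transferred compounds across a concentration series. Viability by CellTiter-Glo luminescence; concentration-response curves fitted after normalization.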
IL1B secr inh = inhibitors of inflammasome signaling (IL-1 beta secretion) | activity change, % at 57.5 µM | AID 743279 | 4.7% of 360,000 active | THP-1 LPS/ATP IL-1B secretion, AlphaLISA, 16 h; hits give low values; in the data active = activity change below about -50%; inconclusive = mostly about -30% to -49%; note: % is set by controls: 0 for no effect and ±100 for the full control effect
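THP-1 cells pretreated 1 hr with compounds (up to 57.5 uM final), then stimulated with LPS (250 ng/mL final) plus ATP (1.25 mM final); secreted IL-1B measured by AlphaLISA after 16 hr, decreased signal indicating inhibition.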
S2 tox = reduces viability in counter-screen for ATXN expression inhibitors. S2 cells (HEK-293 line with an ATXN2-luciferase reporter) viability, CellTiter-Fluor protease fluorescence, 24 h. Potency, µM (top dose mostly 56.7 µM), hits mostly cytotoxic. 0.49% of 400,000 active; note: potency is the fitted concentration of half-maximal effect; nearly all actives have a fitted effect of over 40% in size
HT1080-NT tox = kills 2HG-producing HT-1080-NT fibrosarcoma cells; HT-1080-NT fibrosarcoma viability, CellTiter-Glo ATP luminescence, 48 h; AID 686970; Potency, µM (doses to about 46.1 µM), for inactives: at the highest dose activity, negative = less viability, hits mostly cytotoxic; 1.6% of 360,000 active;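 note: NT is the 2HG producing partner of a matched IDH1 knockdown line; potency is the fitted concentration of half-maximal effect; 0% = DMSO-treated cells and -100% = media-only wells without cells; nearly all actives have a fitted effect of over 55% in size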
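HT-1080-NT; 750 cells/well; 5% FBS RPMI; 48 h compound, 37 degrees C; CellTiter-Glo luminescence; curve fitting and curve-class assignment.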
The depositor's hits bear a star; [ ] = another dose, or the depositor's remark. Unless noted, calls come from the whole dose curve; as a rule, active = well fitted curve in the direction sought with a large enough effect; inconclusive = small, poorly fitted or top-dose-only effect, or another doubt; inactive = no such curve, though single readings can be large; an effect the other way counts as inactive or inconclusive.

Preview, 2 compounds:
Screening COC(=O)c1ccccc1NC(=S)NC(=O)CC(C)C returned SW480 rerep -1%, MCF10A rereplic 0%, HepG2 viability 0%, ATXN2 expr inh 23%, HT1080 IDH1KD tx inconclusive, KB-3-1 tox 7%, IL1B secr inh 16, S2 tox inactive and HT1080-NT tox inconclusive.
`CSc1nccc(-c2nn(-c3ccc(C)cc3)ccc2=O)n1` gave SW480 rerep 13µM*, MCF10A rereplic 8.2µM*, HepG2 viability 1%, ATXN2 expr inh -26%, HT1080 IDH1KD tx 8.2µM*, KB-3-1 tox 5.2µM*, IL1B secr inh 146, S2 tox inconclusive and HT1080-NT tox inconclusive.

The whole of this part (from the top)
Screening COC(=O)c1ccccc1NC(=S)NC(=O)CC(C)C returned SW480 rerep -1%, MCF10A rereplic 0%, HepG2 viability 0%, ATXN2 expr inh 23%, HT1080 IDH1KD tx inconclusive, KB-3-1 tox 7%, IL1B secr inh 16, S2 tox inactive and HT1080-NT tox inconclusive.
`CSc1nccc(-c2nn(-c3ccc(C)cc3)ccc2=O)n1` gave SW480 rerep 13µM*, MCF10A rereplic 8.2µM*, HepG2 viability 1%, ATXN2 expr inh -26%, HT1080 IDH1KD tx 8.2µM*, KB-3-1 tox 5.2µM*, IL1B secr inh 146, S2 tox inconclusive and HT1080-NT tox inconclusive.
`Cc1ccc(-n2c(-c3cc(C)n(C)n3)n[nH]c2=S)cc1` gave SW480 rerep -6%, MCF10A rereplic 0%, HepG2 viability 0%, ATXN2 expr inh 11%, HT1080 IDH1KD tx 0%, KB-3-1 tox 11%, IL1B secr inh 13, S2 tox inactive and HT1080-NT tox 1%.
For C=C(c1ccccc1Cl)[n+]1ccccc1 the results were SW480 rerep 18%, MCF10A rereplic 5%, HepG2 viability 3%, ATXN2 expr inh -10%, HT1080 IDH1KD tx -14%, KB-3-1 tox inconclusive, IL1B secr inh 12, S2 tox inactive and HT1080-NT tox -11%.
O=C(CNC(=O)c1ccc(Cl)c([N+](=O)[O-])c1)OC1CCCCC1=O (stereo unspecified) was read as SW480 rerep -5%, MCF10A rereplic 1%, HepG2 viability 2%, ATXN2 expr inh 4%, HT1080 IDH1KD tx 3%, KB-3-1 tox 12%, IL1B secr inh -12, S2 tox inactive and HT1080-NT tox 5%.
CCc1n[nH]c2c1C(=O)CC(C)(C)C2 was read as SW480 rerep 0%, MCF10A rereplic -15%, HepG2 viability -16%, ATXN2 expr inh 6%, HT1080 IDH1KD tx 13%, KB-3-1 tox 14%, IL1B secr inh 0, S2 tox inactive and HT1080-NT tox inconclusive.
C=CCOC(=O)CCC(=O)Nc1cccc2ccccc12 was read as SW480 rerep -4%, MCF10A rereplic 0%, HepG2 viability -1%, ATXN2 expr inh -2%, HT1080 IDH1KD tx 10%, KB-3-1 tox 8%, IL1B secr inh 32, S2 tox inactive and HT1080-NT tox 9%.
CN(N)C(=S)Nc1ccc(F)cc1 was read as SW480 rerep -3%, MCF10A rereplic -1%, HepG2 viability -1%, ATXN2 expr inh -8%, HT1080 IDH1KD tx -1%, KB-3-1 tox -12%, IL1B secr inh -15, S2 tox inactive and HT1080-NT tox 10%.
For CCOC(=O)Cc1cc(=O)[nH]c(/N=C(/NC(=O)c2ccccc2)Nc2ccccc2C(F)(F)F)n1 the results were SW480 rerep -6%, MCF10A rereplic 15%, HepG2 viability -22%, ATXN2 expr inh -2%, HT1080 IDH1KD tx 11%, KB-3-1 tox inconclusive, IL1B secr inh -11, S2 tox inactive and HT1080-NT tox -1%.
Screening O=C(N/N=C/c1cc2c(cc1Br)OCO2)C1COc2ccccc2O1 (stereo unspecified) returned SW480 rerep -3%, MCF10A rereplic 4%, HepG2 viability -1%, ATXN2 expr inh 54%[activator], HT1080 IDH1KD tx -8%, KB-3-1 tox 29%, IL1B secr inh -9, S2 tox inactive and HT1080-NT tox -8%.
`Cn1cc(S(=O)(=O)N2CCOCC2)cc1C(=O)O` gave SW480 rerep 1%, MCF10A rereplic 0%, HepG2 viability -1%, ATXN2 expr inh 7%, HT1080 IDH1KD tx 17%, KB-3-1 tox -1%, IL1B secr inh -2, S2 tox inactive and HT1080-NT tox 4%.
Screening CCCC(C)NC(=O)COC(=O)c1ccccc1SCC(=O)NC(C)CCC (stereo unspecified) returned SW480 rerep -6%, MCF10A rereplic -7%, HepG2 viability -2%, ATXN2 expr inh 15%, HT1080 IDH1KD tx 12%, KB-3-1 tox -1%, IL1B secr inh 29, S2 tox inactive and HT1080-NT tox 4%.
For O=C(N/N=C\c1cc(Br)c(Br)o1)c1cncc(Br)c1 the results were SW480 rerep 6%, MCF10A rereplic 4%, HepG2 viability -29%, ATXN2 expr inh -12%, HT1080 IDH1KD tx -9%, KB-3-1 tox -3%, IL1B secr inh 10, S2 tox inactive and HT1080-NT tox -26%.
`CCOC(=O)/C=C1\SCC(=O)N1CCOc1cccc(Br)c1` gave SW480 rerep -4%, MCF10A rereplic 2%, HepG2 viability -19%, ATXN2 expr inh -18%, HT1080 IDH1KD tx -1%, KB-3-1 tox -7%, IL1B secr inh inconclusive, S2 tox inactive and HT1080-NT tox -14%.
Screening CC(C)Cn1c(N)c(C(=O)COC(=O)c2ccc(Br)cc2)c(=O)n(C)c1=O returned SW480 rerep 1%, MCF10A rereplic 4%, HepG2 viability -6%, ATXN2 expr inh inconclusive, HT1080 IDH1KD tx -23%, KB-3-1 tox 15µM*, IL1B secr inh inconclusive, S2 tox inactive and HT1080-NT tox -12%.
For C=CCN(CC=C)CC(=O)Nc1ccc(S(N)(=O)=O)cc1 the results were SW480 rerep -2%, MCF10A rereplic 0%, HepG2 viability -25%, ATXN2 expr inh 8%, HT1080 IDH1KD tx -3%[9.24 µM], KB-3-1 tox 1%, IL1B secr inh -15, S2 tox inactive and HT1080-NT tox 3%.
COc1ccc(CNCc2cccn2C)cc1 was read as SW480 rerep inconclusive, MCF10A rereplic 6%, HepG2 viability -2%, ATXN2 expr inh -12%, HT1080 IDH1KD tx 5%, KB-3-1 tox 1%, IL1B secr inh -24, S2 tox inactive and HT1080-NT tox 2%.
`CN(Cc1ccccc1)C(=O)c1cnc2n(c1=O)CCS2` gave SW480 rerep -2%, MCF10A rereplic -1%, HepG2 viability 2%, ATXN2 expr inh 3%, HT1080 IDH1KD tx -4%, KB-3-1 tox 1%, IL1B secr inh -10, S2 tox inactive and HT1080-NT tox 9%[9.24 µM].
O=C(CNCc1ccc(F)cc1)Nc1ccccc1[N+](=O)[O-] was read as SW480 rerep -17%, MCF10A rereplic 1%, HepG2 viability 31%, ATXN2 expr inh 12%, HT1080 IDH1KD tx -17%, KB-3-1 tox 11%, IL1B secr inh 17, S2 tox inactive and HT1080-NT tox -12%.
For CCC(=O)N1CCC1(C)C(=O)Nc1ccc2c(c1)OCO2 (stereo unspecified) the results were HepG2 viability -16%, ATXN2 expr inh 9%, HT1080 IDH1KD tx 5%, KB-3-1 tox -1%, IL1B secr inh 5, S2 tox inactive and HT1080-NT tox -1%.
`CCOC(=O)CNC(=O)CSc1nc(C(C)C)nc2c1cnn2-c1ccccc1` gave HepG2 viability -80%, HT1080 IDH1KD tx 10%, KB-3-1 tox 1%, IL1B secr inh 6, S2 tox inactive and HT1080-NT tox 16%.
`Clc1cccc(-n2ncc3c(N4CCCCC4)ncnc32)c1` gave HepG2 viability 2%, ATXN2 expr inh 84%[activator], KB-3-1 tox -22% and S2 tox inactive.
Screening CC1CCN(S(=O)(=O)c2ccc3c(c2)N(CC(=O)NCCN(C)C)C(=O)CO3)CC1 returned HepG2 viability 0%, ATXN2 expr inh 2%, KB-3-1 tox 13% and S2 tox inactive.
Screening CC(C)CNS(=O)(=O)c1ccc(S(=O)(=O)N2CCN(C3CCCC3)CC2)cc1 returned SW480 rerep 1%, MCF10A rereplic 0%, HepG2 viability 2%, ATXN2 expr inh -11%, HT1080 IDH1KD tx 13%, KB-3-1 tox -9%, IL1B secr inh 13, S2 tox inactive and HT1080-NT tox -3%.
Screening CC/C(C)=C1\SC(N2CCOCC2)=NC1=O returned SW480 rerep -3%, MCF10A rereplic -1%, HepG2 viability 4%, ATXN2 expr inh 22%, HT1080 IDH1KD tx 14%, KB-3-1 tox 6%, IL1B secr inh -21, S2 tox inactive and HT1080-NT tox 16%.
For COCCNC(=O)CSc1nc(-c2ccccc2)cs1 the results were SW480 rerep -6%, MCF10A rereplic -3%, HepG2 viability -11%, ATXN2 expr inh 38%[activator], HT1080 IDH1KD tx 5%, KB-3-1 tox 0%, IL1B secr inh -9, S2 tox inactive and HT1080-NT tox 3%.
For COc1ccc(CC(=O)N2CCC3(CC2)NCCc2[nH]cnc23)cc1 the results were SW480 rerep 0%, MCF10A rereplic inconclusive, HepG2 viability 3%, ATXN2 expr inh 17%, HT1080 IDH1KD tx 11%, KB-3-1 tox 8%, IL1B secr inh 6, S2 tox inactive and HT1080-NT tox 4%.
O=C(COc1ccccc1C(=O)N/N=C\c1ccc(O)c(O)c1)N/N=C/c1ccc(O)c(O)c1 was read as SW480 rerep 100%, MCF10A rereplic 0%, HepG2 viability -3%, ATXN2 expr inh -5%, HT1080 IDH1KD tx -24%, KB-3-1 tox -11%, IL1B secr inh 6, S2 tox inconclusive and HT1080-NT tox -2%.
For Cc1cc(C(F)F)n2nc(C(=O)Nc3ccc(F)cc3F)nc2n1 the results were SW480 rerep -1%, MCF10A rereplic -2%, HepG2 viability -3%, ATXN2 expr inh 11%, HT1080 IDH1KD tx 11%, KB-3-1 tox 5%, IL1B secr inh -13, S2 tox inactive and HT1080-NT tox 12%.
Cc1ccc(-c2nc3ccccc3o2)cc1NC(=O)Cc1cccs1 was read as SW480 rerep -11%, MCF10A rereplic -6%, HepG2 viability -1%, ATXN2 expr inh 0%, HT1080 IDH1KD tx 4%, KB-3-1 tox -5%, IL1B secr inh 18, S2 tox inactive and HT1080-NT tox 0%.
Screening Clc1cnc(N/N=C/c2cccs2)c(Cl)c1 returned SW480 rerep 1%[9.22 µM], MCF10A rereplic 0%, HepG2 viability -37%, ATXN2 expr inh 22%, HT1080 IDH1KD tx -24%, KB-3-1 tox inconclusive, IL1B secr inh -9, S2 tox inactive and HT1080-NT tox -12%.

Assay outcomes from PubChem BioAssay.

The order is random; overall some 8.9% were active at least once.
